PGK inhibitor = T. brucei PGK inhibition; AID 602233; Potency, µM (top dose mostly 57.5 µM), inactives show at the highest dose activity change, negative = inhibition, hits mostly inhibitors; PGK/GAPDH coupled, Kinase-Glo luminescence, 60 min; 0.043% of 380,000 active; P07378; also: potency is read from the fitted curve at half-maximal effect; % is scaled to controls: 0 for no effect and ±100 for the full control effect; nearly all actives have a fitted effect of over 60% in size
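Luminescent ATP detection (Kinase-Glo Plus) follows a 60-minute room-temperature incubation, with wells lacking PGK as controls. Buffer: 100 mM TEA (pH 7.6), 5 mM MgCl2, 0.01% Tween-20. Coupling enzyme GAPDH (100 nM final) supplies unstable 1,3-BPG in-well.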
Apoferritin bind = candidate novel general anesthetic via apoferritin binding | 0.074% of 350,000 active | P02791 | AID 485281 | Potency, µM (series often up to 77.5 µM), for inactives: at the top dose activity change, negative = displacement, usual class: inhibitors | apoferritin/1-aminoanthracene competitive binding, fluorescence; also: potency is read from the fitted curve at half-maximal effect; % is scaled to controls: 0 for no effect and ±100 for the full control effect; nearly all actives have a fitted effect of over 20% in size
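10 uM apoferritin + 50% sat. 1-AMA, PBS; cpd 10 min RT; Ex380/Em535 endpoint; normalized to free probe vs complex; 4-param Hill fit; propofol titration as pos. ctrl.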
RXFP1 antagonist = blocks the human relaxin receptor RXFP1 | Q9HBX9 | HEK293-RXFP1, relaxin-stimulated cAMP HTRF, 30 min; hits give low values | activity change, negative = inhibition, % at 57.5 µM | 0.59% of 350,000 active | AID 1259400;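 active = activity change of -60% or lower, but not beyond a set lower limit; inconclusive = change between -60% and -40%, or beyond the set limit; inactive = change above -40%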; also: % is scaled to controls: 0 for no effect and ±100 for the full control effect
Target sequence (Q9HBX9 whole entry, looked up): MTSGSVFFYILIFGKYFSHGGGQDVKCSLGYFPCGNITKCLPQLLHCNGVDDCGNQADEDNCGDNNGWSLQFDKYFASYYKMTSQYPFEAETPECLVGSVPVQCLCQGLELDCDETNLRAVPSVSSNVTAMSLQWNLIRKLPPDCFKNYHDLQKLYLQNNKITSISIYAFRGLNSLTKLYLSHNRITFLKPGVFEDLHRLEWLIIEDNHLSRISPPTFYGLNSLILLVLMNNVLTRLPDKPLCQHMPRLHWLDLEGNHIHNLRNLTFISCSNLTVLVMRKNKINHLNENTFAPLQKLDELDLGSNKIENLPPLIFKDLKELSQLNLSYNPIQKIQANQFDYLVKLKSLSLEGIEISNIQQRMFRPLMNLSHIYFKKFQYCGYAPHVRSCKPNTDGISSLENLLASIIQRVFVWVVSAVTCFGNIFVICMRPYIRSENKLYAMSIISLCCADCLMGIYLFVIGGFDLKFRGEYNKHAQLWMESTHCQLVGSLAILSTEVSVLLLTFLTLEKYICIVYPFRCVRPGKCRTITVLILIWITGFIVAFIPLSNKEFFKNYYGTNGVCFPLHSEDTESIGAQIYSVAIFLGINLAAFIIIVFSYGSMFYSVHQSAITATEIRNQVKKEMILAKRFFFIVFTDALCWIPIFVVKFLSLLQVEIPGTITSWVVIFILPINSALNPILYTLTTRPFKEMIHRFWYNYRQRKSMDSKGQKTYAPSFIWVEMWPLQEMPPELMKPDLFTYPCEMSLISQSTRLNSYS
Pol iota inh = inhibitors of human DNA polymerase iota | Potency, µM (titrated, usually from 115 µM), for inactives: at the top dose activity, negative = inhibition, actives largely listed as inhibitors | Pol iota fluorescent replication assay, 10 min | 1% of 390,000 active; also: potency is read from the fitted curve at half-maximal effect
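Fluorescent replication assay read twice, at 0 min and 10 min after adding 50 nM (final) substrate. Enzyme (10 nM) and compounds were first incubated 15 min at room temperature; enzyme-free buffer wells were negative controls.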
POLB inh = inhibitors of human DNA polymerase beta | P06746 | Pol beta primer extension/strand displacement, fluorescence kinetic | Potency, µM (top dose mostly 114 µM), for the others: top-dose activity change, negative = inhibition, usual class: inhibitors | 1.3% of 340,000 active | AID 485314; also: potency is read from the fitted curve at half-maximal effect; % is scaled to controls: 0 for no effect and ±100 for the full control effect
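Homogeneous kinetic assay of primer extension and strand displacement by 10 nM Pol beta, preincubated 15 min at room temperature with compound before 50 nM substrate (final) was added. Read at 0 and 10 min; four-parameter Hill fit.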
APEX1 inh = inhibitors of human APE1 endonuclease | P27695 | recombinant APE1, TAMRA/BHQ-2 abasic DNA cleavage fluorescence | Potency, µM (series often up to 65.8 µM), without a hit: top-dose activity change, negative = inhibition, actives largely listed as inhibitors | 0.35% of 350,000 active | AID 2517;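 also: potency is read from the fitted curve at half-maximal effect; plate controls were vehicle for no effect and reference inhibitor for full effect; nearly all actives have a fitted effect of over 55% in size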
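Measures dequenching upon AP-site incision of a 5'-TAMRA/3'-BHQ-2 THF-containing duplex, 50 nM; human APE1 0.75 nM after 15 min room-temperature exposure to compound; kinetic three-point read at one-minute spacing.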
Pol kappa inh = blocks human DNA polymerase kappa activity | Q9UBT6 | purified Pol kappa, fluorescent DNA synthesis assay, 10 min | Potency, µM (highest dose often 107 µM), without a hit: at the highest dose activity, negative = inhibition, usual class: inhibitors | 0.53% of 400,000 active | AID 588579; also: potency is read from the fitted curve at half-maximal effect; % is scaled to controls: 0 for no effect and ±100 for the full control effect
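First, compounds were pin-transferred onto 10 nM Pol kappa. After 15 min at room temperature, substrate was added to 50 nM final. Fluorescence was then measured kinetically at 0 and 10 min.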
BLM helicase inh = Bloom syndrome helicase (human) inhibition. 0.2% of 350,000 active. P54132. recombinant BLM DNA unwinding, fluorescence dequenching. AID 2528. Potency, µM (top dose mostly 56.1 µM), without a hit: at the top dose activity change, negative = inhibition, usual class: inhibitors;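 also: potency is read from the fitted curve at half-maximal effect; plate controls were vehicle for no effect and no enzyme for full effect; nearly all actives have a fitted effect of over 35% in size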
POLH inh = inhibitors of human DNA polymerase eta; 1.2% of 390,000 active; Potency, µM (doses to about 114 µM), without a hit: top-dose activity change, negative = inhibition, hits mostly inhibitors; recombinant Pol eta, fluorescent DNA replication assay; AID 588591; also: potency is read from the fitted curve at half-maximal effect; % is scaled to controls: 0 for no effect and ±100 for the full control effect
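Pol eta (10 nM) was preincubated with compounds for 15 min at room temperature, after which fluorescent replication substrate (50 nM final) was added to start the reaction. Fluorescence was read kinetically at 0 and 10 min.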
* marks the source's active call; other numbers are inactive results; i = inactive; ? = inconclusive; nt = no result given; & = joins results of further samples; [ ] = remark or other dose. Unless noted, calls follow the shape of the dose curve; as a rule, active = well fitted curve in the direction sought with a large enough effect; inconclusive = small, poorly fitted or top-dose-only effect, or another doubt; inactive = no such curve, though single readings can be large; an effect the other way counts as inactive or inconclusive.

No. | Compound | PGK inhibitor | Apoferritin bind | RXFP1 antagonist | Pol iota inh | POLB inh | APEX1 inh | Pol kappa inh | BLM helicase inh | POLH inh
1 | COC(=O)c1ccc(C2NC(=O)CCC2[N+](=O)[O-])cc1 (stereo not drawn) | i | -3% | 2 | -15% | ? | -3% | -22% | -1% | -10%
2 | Cc1occc1C(=O)NNC(=O)C1CCCCC1 | i | -7% | 10 | 23% | 5% | -2% | -3% | -12% | -10%
3 | N#Cc1c(N)c(C(=O)c2ccc(Cl)cc2)n2c1CCC2 | -4% | -15% | -7 | 19% | 1% | 1% | 1% | -1% | -11%
4 | COc1ccc(NC(=O)CNS(=O)(=O)c2ccc(Cl)cc2)cc1 | -4% | -1% | 1 | 9% | 85% | 14% | -8% | -10% | -6%
5 | O=C(CCCOc1ccc(Cl)cc1Cl)N1CCCc2ccccc21 | -3% | 98%[activator] | -1 | -2% | 4% | -2% | -5% | -15% | -12%
6 | Cc1ccc(C)c(C(=O)O/N=C(\N)c2ccc(Br)cc2)c1 | 2% | -18% | -24 | 3% | -1% | 6% | 1% | -5% | -8%
7 | Cc1cc(C)n2nc(CNC(=O)c3ccccc3Cl)nc2n1 | -3% | -5% | -5 | -5% | 6% | nt | -7% | 1% | -12%
8 | CCOC(=O)C(C)Sc1nc2ccccc2c(=O)n1CC (stereo not drawn) | i | -10% | -16 | 5% | 25% | 1% | 2% | -1% | -15%
9 | CCc1c(C)nc(SCC(=O)CC(=O)OC(C)C)c(C#N)c1C | -11% | -16% | -2 | 6% | 0% | 0% | -7% | -4% | -3%
10 | O=C(O)c1ccc(-n2cccn2)nc1 | i | -2% | 12 | 34%[activator] | 14% | 2% | 3% | -3% | -4%
11 | C=CCn1c(-c2ccc(OC)c(OC)c2)n[nH]c1=S | -1% | -20% | -17 | 1% | 13% | -4% | -4% | -3% | -10%
12 | COc1cc(Cl)c(C)cc1NC(=O)CN(C)C1CCS(=O)(=O)C1 (stereo not drawn) | -1% | nt | 10 | -3% | nt | 46% | -17% | nt | -2%
13 | O=C(c1ccc2c(c1)N(Cc1cccc(F)c1)C(=O)c1ccccc1S2)N1CCOCC1 | 2% | -10% | -2 | ? | 50µM* | nt | -16%[60.1 µM] | -11% | ?
14 | CS(=O)(=O)N(CC(=O)N1CCN(c2ccccc2)CC1)c1ccc(Cl)c(C(F)(F)F)c1 | -6% | 3% | -18 | -2% | 10% | -1% | -13% | -6% | -9%
15 | Cc1ccc(S(=O)(=O)N2CCC(C(=O)O)CC2)cc1C(=O)O | -9% | -1% | 0 | -6% | -2% | 1% | 1% | -1% | -17%
16 | CCCCn1c(=NC(=O)c2cc3ccccc3o2)c(C(=O)OCC)cc2c(=O)n3ccccc3nc21 | i | 3% | nt | 45%[activator] | 14% | nt | -17% | 0% | -8%
17 | Cc1ccc(-c2nn(-c3ccccc3)cc2C(=O)N2CCN(c3ccccn3)CC2)cc1 | -5% | -10% | -8 | -5% | 7% | -8% | -7% | -10% | -16%
18 | Cc1nn(C(C)C)c(C)c1CN1CCN(Cc2ccsc2)C(CCO)C1 (stereo not drawn) | 1% | -3% | -2 | 43%[activator] | 14% | -4% | -4% | -3% | -1%
19 | CC(C)NC(=O)c1cc2ccccc2o1 | i | -4% | -5 | 6% | -10% | 1% | -6% | 3% | 5%
20 | COC(=O)c1ccccc1NC(=O)c1cc2n(n1)C(C(F)F)CC(C(F)F)N2 (stereo not drawn) | 5% | -10% | -6 | -1% | -8% | -7% | -10% | -2% | -12%

Marked active in POLB inh (from the list above):
no.	Molecule	PGK inhibitor	RXFP1 antagonist	Pol iota inh	POLB inh	APEX1 inh	Pol kappa inh	BLM helicase inh	POLH inh
13	O=C(c1ccc2c(c1)N(Cc1cccc(F)c1)C(=O)c1ccccc1S2)N1CCOCC1	2%	-2	?	50µM*	nt	-16%[60.1 µM]	-11%	?

Five entries out of the list above, ordered by their value in APEX1 inh, ascending:
#	SMILES	APEX1 inh
1	COC(=O)c1ccc(C2NC(=O)CCC2[N+](=O)[O-])cc1 (stereo not drawn)	-3%
19	CC(C)NC(=O)c1cc2ccccc2o1	1%
10	O=C(O)c1ccc(-n2cccn2)nc1	2%
4	COc1ccc(NC(=O)CNS(=O)(=O)c2ccc(Cl)cc2)cc1	14%
12	COc1cc(Cl)c(C)cc1NC(=O)CN(C)C1CCS(=O)(=O)C1 (stereo not drawn)	46%

As entered above.
Under BLM helicase inh, entry 9 reads -4%
Under Pol kappa inh, entry 17 reads -7%

Remaining list, next part.
No. | Compound | PGK inhibitor | Apoferritin bind | RXFP1 antagonist | Pol iota inh | POLB inh | APEX1 inh | Pol kappa inh | BLM helicase inh | POLH inh
21 | CCc1ccc(NC(=O)CC(c2cc(OC)c(OC)c(OC)c2)N2Cc3ccccc3C2=O)cc1 (stereo not drawn) | -9% | -2% | nt | 32%[activator] | 2% | nt | 1% | -5% | -11%
22 | CCOC(=O)CSc1nc(C2CC2)nc2ccccc12 | -4% | ? | 9 | -3% | 9% | -3% | -14%[60.1 µM] | -5% | 0%
23 | Cc1[nH]c2ccccc2c1C(=O)CN1CCN(C2CCCCC2)CC1 | nt | -4% | nt | nt | -19% | -6% | nt | -9% | nt
24 | COC(=O)[C@]1(CC(C)C)N[C@H](c2ccc(-c3ccc(C(C)=O)cc3)cc2)[C@@H]2C(=O)N(C)C(=O)[C@@H]21 | 8% | nt | nt | 22% | nt | 4% | 0% | nt | -17%
25 | COc1ccc(CCN(C)CCc2ccc(OC)c(OC)c2)cc1OC | 2% | nt | nt | 8%[58.9 µM] | 22%[57.1 µM] | 12%&0%&-5% | -14%[60.1 µM] | -6% | -5%[57.1 µM]
26 | COc1ccc(S(=O)(=O)c2c(C)c(NS(=O)(=O)c3ccccc3)cc(C)c2O)cc1 | 13%&-9% | -9%&-5% | ? | 91%&15%[activator] | ? | 20% | -12%&-10% | 2%&-8% | -15%&-25%

Compound activity: PubChem BioAssay, National Center for Advancing Translational Sciences (NCATS)

A portion of the library; the hit share may differ from the screen's.
